High-throughput results as filed in PubChem.
Nrf2 activator: qHTS of Nrf2 Activators. Potency, µM (titrated, usually from 46.1 µM), for inactives: top-dose activation, usual class: activators. 410,000 tested, 0.31% active. AREc32 ARE-luciferase reporter (MCF7-derived line), luminescence, 24 h. AID 624171, 2012; further: % of control where 0% means no effect; nearly all actives have a fitted effect of over 65% in size
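Luciferase luminescence (Steady-Glo, 30 min at room temperature) served as the read-out of ARE activation in AREc32 cells treated with compounds for 24 hr at 37 deg C.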
TGFb SMAD3 inh: qHTS for Inhibitors of TGF-b | Potency, µM (top dose mostly 46.1 µM), without a hit: at the top dose activity, negative = inhibition, usual class: inhibitors | AID 588855, 2011 | HepG2 CAGA-GFP TGF-b/SMAD3 reporter, GFP fluorescence, 18 h; TGF-beta stimulated, 500 pg/mL final | 410,000 tested, 1.2% active; further: on the % scale 0 is the no-effect control and ±100 the full control effect; nearly all actives have a fitted effect of over 65% in size
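HEPG2 CAGA-GFP cells (1000/well, DMEM with 1% FBS) were pre-incubated 2 h at 37 degrees C, given compound by pin tool, then stimulated with TGF-beta at 500 pg/mL final for 18 h before per-cell GFP fluorescence imaging.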
Nrf2 inh: Nrf2 qHTS screen for inhibitors; Potency, µM (doses to about 46 µM), for inactives: top-dose activity change, negative = inhibition, hits mostly inhibitors; 360,000 tested, 2.1% active; A549 ARE-Fluc reporter, luciferase luminescence, 18-24 h; AID 504444, 2011; further: on the % scale 0 is the no-effect control and ±100 the full control effect; nearly all actives have a fitted effect of over 60% in size
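Nrf2 activity is the BugLite luminescence, read 15 min after reagent at room temperature, following CellTiter-Fluor cytotoxicity readout (30 min, 37C). Compound titrations were applied for 18-24 h to 5000 A549 ARE_Fluc cells/well in 5% FBS OPTI-MEM.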
HepG2 tox: qHTS for Inhibitors of TGF-b: Cytotox Counterscreen; HepG2 CAGA-GFP viability, ATP luminescence, 18 h; AID 588856, 2011; Potency, µM (series often up to 46.1 µM), for the others: at the top dose activity change, negative = cytotoxicity, hits mostly cytotoxic; 410,000 tested, 0.76% active; further: some results filed as inactive show a strong effect at the top dose
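HepG2 CAGA-GFP cells (1000/well, DMEM with 1% FBS) received compound, then TGF-beta at 500 pg/mL final, and were incubated 18 hours at 37 degrees C. Viability was read by CellTiter-Glo luminescence. Media-only wells were set as complete cell-killing and DMSO as no toxicity.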
EPAC2 antagonist: qHTS for Antagonist of cAMP-regulated guanine nucleotide exchange factor 2 (EPAC2): primary screen. Rap guanine nucleotide exchange factor 4 (Homo sapiens), Q8WZA2. EPAC2 GEF exchange of Rap1B-BODIPY-GDP, fluorescence. Potency, µM (highest dose often 114 µM), for the others: top-dose activity, negative = inhibition, most hits filed as inhibitors. 360,000 tested, 0.18% active. AID 720708, 2013; further: on the % scale 0 is the no-effect control and ±100 the full control effect; nearly all actives have a fitted effect of over 45% in size; many of its hits are not listed in these tables
Target sequence (Q8WZA2 whole entry, looked up): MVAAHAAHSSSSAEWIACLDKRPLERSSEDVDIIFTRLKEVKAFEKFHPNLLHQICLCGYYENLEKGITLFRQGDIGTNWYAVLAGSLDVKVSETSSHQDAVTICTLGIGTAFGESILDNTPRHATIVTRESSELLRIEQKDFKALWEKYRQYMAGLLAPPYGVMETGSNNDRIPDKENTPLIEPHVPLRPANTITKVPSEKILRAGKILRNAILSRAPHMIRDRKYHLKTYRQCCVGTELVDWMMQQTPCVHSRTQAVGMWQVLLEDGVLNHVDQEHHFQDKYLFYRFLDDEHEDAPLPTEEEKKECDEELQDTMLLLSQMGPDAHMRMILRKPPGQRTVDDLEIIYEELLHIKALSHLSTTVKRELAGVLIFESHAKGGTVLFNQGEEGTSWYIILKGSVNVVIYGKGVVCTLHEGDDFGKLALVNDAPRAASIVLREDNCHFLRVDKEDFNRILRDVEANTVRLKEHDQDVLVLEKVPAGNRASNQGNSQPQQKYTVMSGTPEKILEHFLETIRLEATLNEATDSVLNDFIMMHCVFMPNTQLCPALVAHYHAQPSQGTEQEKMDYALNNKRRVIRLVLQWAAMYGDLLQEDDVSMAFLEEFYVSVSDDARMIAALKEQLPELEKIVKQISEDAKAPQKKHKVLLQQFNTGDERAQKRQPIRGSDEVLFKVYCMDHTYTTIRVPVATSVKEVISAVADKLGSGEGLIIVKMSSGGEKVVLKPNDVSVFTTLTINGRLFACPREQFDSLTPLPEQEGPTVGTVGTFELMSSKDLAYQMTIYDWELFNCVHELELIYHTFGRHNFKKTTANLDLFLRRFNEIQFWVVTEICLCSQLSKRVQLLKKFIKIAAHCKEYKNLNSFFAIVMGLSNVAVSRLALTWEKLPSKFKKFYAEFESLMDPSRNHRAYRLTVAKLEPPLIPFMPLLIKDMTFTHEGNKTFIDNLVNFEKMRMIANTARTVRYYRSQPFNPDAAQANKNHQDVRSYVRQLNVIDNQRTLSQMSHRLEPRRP
S2 tox: Viability Counterscreen for Primary qHTS for Inhibitors of ATXN expression; S2 cells (HEK-293 line with an ATXN2-luciferase reporter) viability, CellTiter-Fluor protease fluorescence, 24 h; Potency, µM (titrated, usually from 56.7 µM), usual class: cytotoxic; 400,000 tested, 0.49% active; further: nearly all actives have a fitted effect of over 40% in size
A549 viability: Nrf2 qHTS screen for inhibitors: counterscreen for cytotoxicity | A549 ARE-Fluc cells, CellTiter-Fluor viability, 18-24 h | AID 504648, 2011 | 390,000 tested, 0.16% active | Potency, µM (titrated, usually from 46 µM), for inactives: at the top dose activity change, negative = cytotoxicity, actives largely listed as inhibitors; further: on the % scale 0 is the no-effect control and ±100 the full control effect
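A549 ARE-Fluc cells in 5% FBS OPTI-MEM, 5000 cells/well, rested 2 h then exposed to compounds in concentration-response for 18-24 h at 37 °C. Viability by CellTiter-Fluor fluorescence (Ex 405/Em 525) after 30 min; luciferase luminescence (BugLite, 15 min, RT) read afterwards.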
ATXN2 expr inh: Primary qHTS for Inhibitors of ATXN expression | HEK-293 ATXN2-luciferase reporter, luminescence, 24 h | Potency, µM (titrated, usually from 57 µM), without a hit: top-dose activity change, negative = inhibition, most hits filed as inhibitors | 360,000 tested, 0.72% active; further: on the % scale 0 is the no-effect control and ±100 the full control effect; nearly all actives have a fitted effect of over 55% in size
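qHTS (up to 57 uM final) was run with 24 h compound exposure of reporter cells at 37 °C. Each well was multiplexed: SteadyGlo luminescence measured ATXN2-luciferase expression after a fluorogenic Gly-Phe-AFC viability readout (25 uM final).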
MCF10A rereplic: A quantitative high throughput screen for small molecules that induce DNA re-replication in MCF 10a normal breast cells; AID 624296, 2012; Potency, µM (highest dose often 46.1 µM), inactives show at the top dose activity, positive = re-replication, hits mostly activators; MCF 10A DNA re-replication, Hoechst nuclear intensity, 48 h; 350,000 tested, 2.9% active; further: % of control where 0% means no effect; nearly all actives have a fitted effect of over 50% in size
Numbers without * were called inactive; i = inactive; ? = inconclusive; / = no result given; [ ] = dose if it differs, or a comment. The call rests on the fitted dose curve; in most records, active means well fitted curve in the direction sought with a large enough effect; inconclusive means small, poorly fitted or top-dose-only effect, or another doubt; inactive means no such curve, though single readings can be large; an effect the other way counts as inactive or inconclusive. Potency means the concentration at half of the fitted maximal effect.

SMILES	Nrf2 activator	TGFb SMAD3 inh	Nrf2 inh	HepG2 tox	EPAC2 antagonist	S2 tox	A549 viability	ATXN2 expr inh	MCF10A rereplic
O=C(C1=C[C@H](c2ccc(Br)cc2)C[C@H](OCc2ccc(CO)cc2)O1)N1CCN(Cc2ccc3c(c2)OCO3)CC1	8.6%	?	?	0%	5%	i	-13%	0%	?
C#CCN(C(=O)c1cc(COc2ccc(C)c(C)c2)on1)C1CCCCC1	3.5%	-76%	?	-7%	-6%	i	1%	-13%	?
COc1ccc(-c2ccc([C@H]3[C@H]4C=CC[C@@H](C)[C@@H]4C(=O)N3Cc3ccccc3)c(F)c2)cc1OC	-0.8%	?	?	-13%	-6%	i	-4%	-37%	-8%
Cn1c(=O)c2[nH]c(Nc3ccccc3)nc2n(C)c1=O	14%	1%	-5%	-32%	-2%	i	5%	5%	-2%
CCc1nc(SCC(=O)N2c3ccccc3Sc3ccccc32)c2ccccc2n1	0.2%	1%	?	-10%	2%[57.1 µM]	i	4%	-2%	5%
COc1ccccc1N1CCN(C(=O)C(=O)c2c(C)n(C)c3ccccc23)CC1	1.6%	1%	-8%	5%	14%	i	1%	16%	1%
FC(F)Oc1ccc(NC(=S)NC2CCSc3ccccc32)cc1 (configuration not stated)	3.7%	?	?	-33%	-5%	i	10%	?	-37%[inhibitor]
O=C(O)Cc1ccc2c(c1)N(S(=O)(=O)c1cccs1)CC(C(=O)O)O2 (configuration not stated)	0.2%	-7%	2%	2%	3%	i	-2%	-1%	5%
CCN1CCc2nc3sc(C(=O)c4ccc(F)cc4)c(N)c3cc2C1	6.9%	91%[activator]	/	-49%	/	?	?	0%	/
O=C(N=C1SC2CS(=O)(=O)CC2N1c1cc(Cl)ccc1Cl)C1CCCO1 (configuration not stated)	0.2%	-3%	-4%	-38%	4%	i	0%	3%	11%
COc1ccc(C(=O)N2CCCC(CCC(=O)NCc3ccc(F)c(F)c3)C2)cc1F (configuration not stated)	3.5%	-1%	?	1%	9%	i	3%	10%	-7%
Cc1cc(NC(=O)CSCC(=O)N(C)Cc2c(F)cccc2Cl)no1	2.3%	-18%	9%	-26%	26%	i	-5%	1%	6%
O=C1/C(=C/c2cccs2)SC(=S)N1C1CCS(=O)(=O)C1 (configuration not stated)	?	16µM*	?	-44%	0%	i	?	-3%	-2%
CCN(CC)S(=O)(=O)c1cccc(NC(=O)COC(=O)C2=COCCO2)c1	0.2%	-4%	7%	3%	3%	i	-3%	10%	-1%
CC(C)(C)OC(=O)N1CC23CC(c4ccc(F)cc4)C(CC2S1(=O)=O)O3 (configuration not stated)	/	-5%	14%	0%	/	/	0%	/	/
Cc1ccc(-n2c(=O)c3ccc(C(=O)NCc4ccccc4Cl)cc3n(CC(=O)Nc3cccc(F)c3)c2=O)cc1	-1.4%	-14%	-8%	-3%	/	i	2%	7%	/
O=C(Cc1ccccc1)Nc1nc2ccccc2s1	3.6%	13%	?	-18%	-14%	i	-1%	68%[activator]	-7%
CCn1c2ccccc2c2nnc(SCC(=O)Nc3c(C)n(C)n(-c4ccccc4)c3=O)nc21	2.1%	-25%	12%	-34%	-3%	i	0%	0%	20%
NC(=O)CN1N=C(c2cc(Cl)sc2Cl)CSC1=O	8.1%	-8%	-10%	0%	2%	i	-5%	-19%	8%
COc1cc(OC)cc(C(=O)N2CCC(C(=O)NCCc3ccccc3)CC2)c1	6.8%	-27%	-11%	-22%	-6%	i	-8%	-25%	11%
O=C(COC(=O)CN1C(=O)C2CC=CCC2C1=O)Nc1cccc([N+](=O)[O-])c1 (configuration not stated)	-1.0%	0%	/	0%	4%	i	/	/	/
CCOCCn1c(=O)c2c(nc3n2CCN3c2ccc(C)c(C)c2)n(C)c1=O	0.8%	-9%	?	6%	/	i	1%	7%	/
Cc1noc(C)c1CS(=O)(=O)c1ccc([N+](=O)[O-])cc1	0.5%	-20%	-12%	1%	7%	i	-1%	-2%	7%
CCOC(=O)C1CCN(C(=O)/C=C/c2ccccc2OC)CC1	-0.8%	0%	8%	-17%	-5%	i	-7%	4%	-5%
COc1ccc(OC)c(NC(=O)CCN2CCN(C/C=C/c3ccccc3)CC2)c1	-0.4%	13%	2%	4%	3%	/	-6%	-25%	15%
O=CN1CCN(C(=O)Cc2ccc([N+](=O)[O-])cc2)CC1	0.2%	-1%	-22%	2%	1%	i	1%	-5%	2%
CC(=O)NS(=O)(=O)c1ccc(NC(=O)c2ccccn2)cc1	-1.1%	5%	4%	2%	4%	i	0%	-21%[11.3 µM]	-24%
Cc1ccccc1NS(=O)(=O)c1ccc(-c2ccc(=O)[nH]n2)o1	0.0%	7%	-11%	-10%	13%	i	2%	17%	1%
C[C@H](O)[C@@H]1C(=O)N2CCc3c([nH]c4ccccc34)[C@@H]2C[C@@H]1N(C)C(=O)c1cc(Cl)cc(Cl)c1	4.2%	?	/	-50%	-23%	?	/	?	/
NC(=O)c1c(NC(=O)COC(=O)c2ccc(S(=O)(=O)Nc3ccccc3)cc2)sc2c1CCCC2	0.2%	3%	-28%	-8%	-4%	i	-3%	?	26%
CCN1CCCC1CN=Cc1c(O)n(-c2ccccc2)c(=O)c2ccccc12 (configuration not stated)	0.1%	-11%	2%	-15%	-1%	i	2%	-3%	1%
CC(C)C(=O)Nc1c(-c2cccs2)c(=O)c2ccccc2n1C	0.3%	-3%	7%	5%	5%	i	-2%	3%	1%
COc1cccc(S(=O)(=O)Nc2noc3ccccc23)c1	-0.6%	-5%	-11%	-7%	22%	i	3%	-24%	-3%
CCOC(=O)c1c(-c2ccccc2)csc1NC(=O)c1cc2ccccc2oc1=O	0.1%	13%	5%	2%	0%	?	-1%	-2%	9%
O=C1c2ccccc2C(O)(Cc2ccccc2)N1c1ccc2c(c1)OCO2 (configuration not stated)	0.9%	-3%	4%	-29%	-3%	i	-4%	3%	-5%
Cc1c([N+](=O)[O-])c(C(=O)N2CCCC2)nn1C	-1.4%	30%	/	6%	-1%	i	-3%	2%	-16%
CCCCn1c(N)c(N(CCOC)C(=O)C2CCN(S(=O)(=O)c3ccc(C)cc3)CC2)c(=O)[nH]c1=O	-0.2%	-4%	7%	-9%	-16%	i	4%	-11%	1%
CCOC(=O)c1c(-c2ccc(Cl)cc2)cn2ccccc12	0.7%	-5%	/	2%	21%	i	8%	-13%	-12%
CCc1nc2ccc(C(=O)Nc3cccc(C(C)=O)c3)cc2nc1CC	3.3%	20%	?	-4%	-2%	?	0%	1%	10%
O=C(O)c1ccc(NC(=O)c2ccccc2Br)c(NC(=O)c2ccccc2Br)c1	-0.5%	-1%	6%	-3%	-1%	i	-6%	/	5%
CCN(CC)C(=O)c1c(Cl)nc(C)c([N+](=O)[O-])c1C	-0.6%	16%	2%	13%	5%	i	4%	-2%	17%
CC(C(=O)NC1CCCCCC1)n1cc([N+](=O)[O-])cn1 (configuration not stated)	-0.4%	-1%	10%	1%	1%	i	-5%	-3%	0%
CCc1cc2c(=O)c(-c3cnn(-c4ccccc4)c3)c(C)oc2c(CN2CCCCC2)c1O	-0.2%	12%	?	-58%	-6%	i	-14%	-14%	?
COC(=O)c1c(C(=O)OC)c2ccccn2c1C(=O)c1ccc([N+](=O)[O-])cc1	-1.7%	-1%	1%	-14%	5%	i	-13%	-13%	?
CCOC(=O)N1CCN(C(=O)CSc2nnc(Cn3c(=O)sc4ccccc43)n2C)CC1	0.0%	11%	-9%	-15%	4%	i	1%	9%	0%
O=S(=O)(Cc1nnnn1-c1ccccc1)c1ccc(F)cc1	5.1%	10%	-10%	0%	-4%	i	-1%	7%	-6%
Cc1cn([C@H]2C[C@H](O)[C@@H](CNCc3ccccc3OCCCN3CCOCC3)O2)c(=O)[nH]c1=O	-0.3%	0%	/	9%	5%	i	/	4%	/
Cc1ccc(/C=N/NC(=O)c2csc(C)c2)o1	3.2%	-6%	?	-25%	4%	i	-14%	27%	-4%
CCN(CC)c1ccc(S(=O)(=O)N2CCOCC2)cc1NC(=O)CSC(=S)N1CCCC1	0.4%	0%	-15%	0%	-21%	i	-2%	-21%	9%
O=C(NCc1cccc(C(F)(F)F)c1)C1CC(c2ccc(C(F)(F)F)cc2)=NO1 (configuration not stated)	4.4%	-15%	-5%	-31%	-13%	?	2%	-11%	?
COc1cc(/C=C/C(=O)O)cc2c1OCCO2	0.1%	8%	-18%	10%	-2%	i	0%	/	0%
Cc1cc(C)n(-c2nc3ccccc3n3nnnc23)n1	2.4%	-16%	/	-9%	17%	i	-1%	9%	-2%
Cc1nonc1NC(=O)CSc1nnc(-c2ccoc2C)n1-c1cccc(Cl)c1	0.3%	-13%	-9%	-2%	6%	i	3%	3%	1%

A portion of the library (hit frequency here may not be typical).
